PRC2 inh: inhibitors of human EZH2/PRC2 methyltransferase. Q15910. PRC2 H3K27 methylation, DELFIA TRF, 1 h. inhibition, % at 12.5 µM. actives 0.35% (n = 57,000). AID 651548;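 active = mean inhibition of replicates at least 50% and every single replicate also reaching 50%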;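 also: dimethyl H3K27 on biotinylated H3 21-44 peptide detected by antibody; plate controls were median neutral control wells for no effect and median positive control wells for full effect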
IDH1 mut inh: IDH1 R132H (human) inhibition; IDH1 R132H reductase, diaphorase/resazurin fluorescence, 60 min; actives 0.18% (n = 70,000); inhibition, % at 10 µM; AID 624101; in the data active = inhibition above about 34%;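 also: 0% = DMSO and 100% = no enzyme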
Target sequence (O75874 whole entry R132H): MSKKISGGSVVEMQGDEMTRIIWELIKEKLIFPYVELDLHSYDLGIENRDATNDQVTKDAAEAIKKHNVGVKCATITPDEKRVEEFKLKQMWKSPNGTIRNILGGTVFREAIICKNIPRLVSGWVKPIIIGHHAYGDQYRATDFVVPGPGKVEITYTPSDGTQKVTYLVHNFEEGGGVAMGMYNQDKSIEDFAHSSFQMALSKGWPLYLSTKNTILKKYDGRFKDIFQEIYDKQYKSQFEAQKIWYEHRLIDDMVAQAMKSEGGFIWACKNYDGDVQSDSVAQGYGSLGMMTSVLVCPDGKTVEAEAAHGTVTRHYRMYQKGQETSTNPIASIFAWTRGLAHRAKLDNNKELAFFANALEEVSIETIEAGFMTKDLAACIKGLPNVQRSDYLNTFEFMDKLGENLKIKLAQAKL
An asterisk follows results filed as active; nt = not tested or not shown. A portion of the library; count on the stated rates, not on these rows.

SMILES	PRC2 inh	IDH1 mut inh
C[C@@H]1CN([C@H](C)CO)C(=O)c2cccc(NS(=O)(=O)c3ccc(F)cc3)c2O[C@@H]1CN(C)S(=O)(=O)c1cn(C)cn1	nt	-0.4
Cc1noc(C)c1NC(=O)Nc1cccc2c1O[C@H](CN(C)Cc1ccc(C(=O)Nc3ccccc3N)cc1)[C@H](C)CN([C@@H](C)CO)C2=O	-1	-0.4
CC(C)NC(=O)N(C)C[C@@H]1Oc2c(NC(=O)Nc3ccc(C(F)(F)F)cc3)cccc2C(=O)N([C@@H](C)CO)C[C@@H]1C	-3	-0.4
O=C(Nc1ccc2c(c1)[C@@H]1C[C@H](CC(=O)N3CCCCC3)O[C@@H](CO)[C@@H]1O2)Nc1ccccc1F	13	-0.7
C[C@@H]1CN([C@@H](C)CO)C(=O)c2cc(NS(C)(=O)=O)ccc2O[C@@H](C)CCCCO[C@H]1CN(C)C	3	-2.9
CC(=O)c1cccc(NC(=O)CN2C(=O)c3ccccc3S2(=O)=O)c1	4	-0.5
C[C@@H]1CN([C@@H](C)CO)C(=O)c2cc(NC(=O)CCC(F)(F)F)ccc2O[C@H]1CN(C)S(=O)(=O)c1cccs1	nt	1.9
CO[C@@H]1CN(C)C(=O)c2ccc(NS(C)(=O)=O)cc2OC[C@@H](C)N(C(=O)C2CCCC2)C[C@H]1C	-6	-0.1
C[C@@H]1CN([C@@H](C)CO)S(=O)(=O)c2ccc(C#Cc3ccccc3)cc2O[C@@H]1CN(C)C(=O)CN(C)C	nt	-0.5
C[C@@H]1CN([C@@H](C)CO)C(=O)c2cccc(NC(=O)C3CC3)c2O[C@H]1CN(C)S(C)(=O)=O	-1	nt
C[C@H](CO)N1C[C@H](C)[C@H](CN(C)C(=O)Nc2ccccc2)OCCCC[C@H](C)Oc2ccc(NC(=O)c3ccccc3)cc2C1=O	nt	-1.1
O=C(CSc1nnc(-c2ccc(Cl)cc2)n1-c1ccc(F)cc1)Nc1ccccc1Cl	15	0.2
COCC(=O)N1[C@H](CO)[C@H](c2ccc(-c3cccnc3)cc2)[C@@H]1C#N	nt	1.5
COc1ccccc1S(=O)(=O)N(C)C[C@@H]1Oc2cc(/C=C/c3ccccc3)ccc2S(=O)(=O)N([C@H](C)CO)C[C@H]1C	-6	-0.1
C[C@@H]1CN([C@@H](C)CO)C(=O)Cc2cc(NC(=O)Cc3ccccc3)ccc2O[C@H]1CN(C)S(=O)(=O)c1ccc(Cl)cc1	-16	-1.5
COCCOC(=O)N1C(=O)[C@@]2(c3cc(C#CCCO)ccc31)[C@H](c1ccccc1OCCO)N1[C@H](c3ccccc3)[C@H](c3ccccc3)OC(=O)[C@H]1[C@@H]2C(=O)NC[C@H](O)c1ccccc1	-16	nt
C[C@@H]1CN([C@H](C)CO)C(=O)c2cccc(NC(=O)Nc3ccc(F)cc3)c2O[C@@H]1CN(C)C	nt	1.5
Cn1c(SCC(=O)c2ccc3c(c2)Cc2ccccc2-3)nnc1-c1cccc(N)c1	9	-0.1
COc1ccc([Si](C)(C)[C@@H]2[C@@H](CCO)O[C@]3(C(=O)N(Cc4cccc(NC(C)=O)c4)c4ccccc43)[C@H]2C)cc1	26	nt
O=C(CCCCCC(=O)N/N=C/c1ccc(Br)o1)NO	-1	nt

In another format: results already given.
Compound,PRC2 inh,IDH1 mut inh
C[C@@H]1CN([C@H](C)CO)C(=O)c2cccc(NS(=O)(=O)c3ccc(F)cc3)c2O[C@@H]1CN(C)S(=O)(=O)c1cn(C)cn1,nt,-0.4
Cc1noc(C)c1NC(=O)Nc1cccc2c1O[C@H](CN(C)Cc1ccc(C(=O)Nc3ccccc3N)cc1)[C@H](C)CN([C@@H](C)CO)C2=O,-1,-0.4
CC(C)NC(=O)N(C)C[C@@H]1Oc2c(NC(=O)Nc3ccc(C(F)(F)F)cc3)cccc2C(=O)N([C@@H](C)CO)C[C@@H]1C,-3,-0.4
O=C(Nc1ccc2c(c1)[C@@H]1C[C@H](CC(=O)N3CCCCC3)O[C@@H](CO)[C@@H]1O2)Nc1ccccc1F,13,-0.7
C[C@@H]1CN([C@@H](C)CO)C(=O)c2cc(NS(C)(=O)=O)ccc2O[C@@H](C)CCCCO[C@H]1CN(C)C,3,-2.9
CC(=O)c1cccc(NC(=O)CN2C(=O)c3ccccc3S2(=O)=O)c1,4,-0.5
C[C@@H]1CN([C@@H](C)CO)C(=O)c2cc(NC(=O)CCC(F)(F)F)ccc2O[C@H]1CN(C)S(=O)(=O)c1cccs1,nt,1.9
CO[C@@H]1CN(C)C(=O)c2ccc(NS(C)(=O)=O)cc2OC[C@@H](C)N(C(=O)C2CCCC2)C[C@H]1C,-6,-0.1
C[C@@H]1CN([C@@H](C)CO)S(=O)(=O)c2ccc(C#Cc3ccccc3)cc2O[C@@H]1CN(C)C(=O)CN(C)C,nt,-0.5
C[C@@H]1CN([C@@H](C)CO)C(=O)c2cccc(NC(=O)C3CC3)c2O[C@H]1CN(C)S(C)(=O)=O,-1,nt

Next part:
SMILES	PRC2 inh	IDH1 mut inh
Cc1cc(NC(=O)C(C)n2cc([N+](=O)[O-])cn2)ccc1Br (centres undefined)	4	-0.2
CCC(=O)N(C)C[C@H]1Oc2ncc(C#C[C@H](C)O)cc2C(=O)N([C@H](C)CO)C[C@H]1C	1	-2.2
CC(C)=CCc1cc2c(c(CC=C(C)C)c1O)O[C@H](c1ccc(O)cc1)[C@@H](O)C2=O	nt	0.0
COCCOC(=O)N1C(=O)[C@@]2(c3ccccc31)[C@H](c1ccccc1OCCO)N1[C@H](c3ccccc3)[C@H](c3ccccc3)OC(=O)[C@H]1[C@@H]2C(=O)N1CCc2cc(OC)c(OC)cc2C1	-12	0.0
O=C(C[C@H]1C[C@H]2c3cc(NC(=O)c4ccc5c(c4)OCO5)ccc3O[C@H]2[C@@H](CO)O1)NCCc1ccccc1	1	1.0
Cc1ccccc1S(=O)(=O)N1[C@H](CO)[C@H](c2ccccc2)[C@@H]1C#N	nt	-0.1
C[C@H](CO)N1C[C@H](C)[C@H](CN(C)S(=O)(=O)c2cccs2)Oc2ncc(C#CC(C)(C)O)cc2C1=O	nt	0.1
Cc1noc(C)c1NC(=O)Nc1ccc2c(c1)C(=O)N([C@H](C)CO)C[C@H](C)[C@H](CN(C)S(=O)(=O)c1ccc(Cl)cc1)O2	nt	0.4
CO[C@H]1CN(C)C(=O)c2cc(NC(=O)c3ccc(Oc4ccccc4)cc3)ccc2OC[C@H](C)NC[C@@H]1C	-27	-0.5
COc1ccc(CCNC(=O)c2c(-c3ccccc3)noc2C)cc1OC	-15	-0.1
COc1ccc(CN(C)C[C@@H]2Oc3ccc(NC(=O)Nc4ccccc4)cc3CC(=O)N([C@H](C)CO)C[C@H]2C)cc1	nt	-3.4
CCC1(C)Cc2c(sc3nc(SCC(=O)Nc4ccc(Cl)cc4)nc(N)c23)CO1 (centres undefined)	-10	0.3
Cc1ccc(NS(=O)(=O)c2cccc(C(=O)Nc3ccccc3C(=O)O)c2)cc1	23	-1.9
COc1ccc(S(=O)(=O)Nc2ccc3c(c2)C(=O)N([C@@H](C)CO)C[C@H](C)[C@@H](CN(C)C(=O)Nc2ccc(F)cc2)OCCCC[C@H](C)O3)cc1	nt	2.5
C[C@H](CO)N1C[C@H](C)[C@H](CN(C)Cc2cccc(C(F)(F)F)c2)Oc2ncc(-c3ccccc3)cc2C1=O	nt	-0.4
COc1ccc(NC(=O)N(C)C[C@@H]2OCCCC[C@H](C)Oc3ccc(NC(=O)CCC(F)(F)F)cc3C(=O)N([C@@H](C)CO)C[C@@H]2C)cc1	nt	-0.9
C[C@@H]1CN([C@H](C)CO)C(=O)c2cc(-c3ccncc3)cnc2O[C@@H]1CN(C)C(=O)Cc1cccnc1	-5	-1.2
CO[C@@H]1CN(C)C(=O)c2cc(NS(C)(=O)=O)ccc2OC[C@@H](C)N(C(=O)C2CCC2)C[C@@H]1C	-6	-0.3
C[C@H]1CN([C@@H](C)CO)C(=O)c2cc(NS(=O)(=O)c3ccc(F)cc3)ccc2O[C@H]1CN(C)S(=O)(=O)c1cn(C)cn1	nt	-2.3
C[C@H]1CN([C@@H](C)CO)C(=O)Cc2cc(NC(=O)Cn3cnnn3)ccc2O[C@H]1CN(C)CC1CC1	nt	-2.3
C[C@@H]1CN([C@H](C)CO)S(=O)(=O)c2ccc(C#Cc3ccccc3)cc2O[C@H]1CN(C)S(=O)(=O)c1ccccc1F	nt	0.3
O=S(=O)(N[C@H]1CC[C@H](CCn2cc(Cc3ccccc3)nn2)O[C@@H]1CO)c1ccccc1F	10	0.0
O=C(Nc1ccccc1C(=O)N1CCOCC1)c1ccc(CN2CCOCC2)cc1	7	0.0
CS(=O)(=O)N(CC(=O)Nc1cccc(F)c1)Cc1ccccc1	6	0.4
CC(=O)N(C)C[C@H]1Oc2ncc(C#Cc3cccnc3)cc2C(=O)N([C@@H](C)CO)C[C@H]1C	-8	0.9
O=C(Cc1ccncc1)NCC[C@H]1CC[C@H](NS(=O)(=O)c2ccccc2Cl)[C@H](CO)O1	2	0.5
COC(=O)N(C)C[C@@H]1OCc2ccccc2-c2ccccc2C(=O)N([C@@H](C)CO)C[C@@H]1C	-12	0.3
C[C@@H]1CN([C@@H](C)CO)C(=O)Cc2cc(NC(=O)Nc3ccc(F)cc3)ccc2O[C@H]1CN(C)Cc1ccncc1	-5	34*
C[C@@H]1CN([C@H](C)CO)C(=O)c2cccc(NC(=O)c3ccncc3)c2O[C@@H]1CN(C)S(C)(=O)=O	-1	nt
COc1ccc2oc(-c3cccc(NC(=O)COc4ccc(Cl)cc4)c3)nc2c1	3	0.4
Nc1ccc(S(=O)(=O)Nc2nccs2)cc1	nt	-1.5
C[C@@H]1CN([C@@H](C)CO)S(=O)(=O)c2ccc(-c3ccc(F)cc3)cc2O[C@H]1CN(C)S(C)(=O)=O	-4	1.8
O=C(NC1CCCCC1)N[C@H]1CC[C@@H](CCNS(=O)(=O)c2ccccc2)O[C@H]1CO	15	-0.1
C[C@H]1CCCCO[C@@H](CN(C)S(=O)(=O)c2ccc(F)cc2)[C@@H](C)CN([C@@H](C)CO)C(=O)c2cc(NC(=O)NC3CCCCC3)ccc2O1	nt	-10
C[C@H]1CN([C@@H](C)CO)C(=O)c2cc(NC(=O)C3CC3)ccc2O[C@@H]1CN(C)Cc1ccc2c(c1)OCO2	-2	0.0
O=C(CC1CC1)Nc1ccc2c(c1)[C@@H]1C[C@H](CC(=O)N3CCOCC3)O[C@@H](CO)[C@@H]1O2	5	-1.8
C[C@H](CO)N1C[C@H](C)[C@H](CN(C)Cc2ccc(-c3ccccc3)cc2)Oc2ccc(NC(=O)Cn3cnnn3)cc2C1=O	-2	0.2
CO[C@@H](CN(C)S(=O)(=O)c1ccc(Cl)cc1)[C@H](C)CN(C(=O)Nc1ccccc1F)[C@H](C)CO	1	-0.6
CO[C@@H]1CN(C)C(=O)c2cc(NC(=O)c3ccc(F)cc3)ccc2OC[C@@H](C)N(C)C[C@H]1C	-5	-0.8
C[C@H]1CN([C@@H](C)CO)S(=O)(=O)c2ccc(-c3ccncc3)cc2O[C@H]1CN(C)S(C)(=O)=O	16	-1.0
COc1ccc(CN(C)C[C@@H]2Oc3c(NC(=O)Nc4ccc(C(F)(F)F)cc4)cccc3C(=O)N([C@H](C)CO)C[C@H]2C)cc1	-26	-4.1
O=C(C[C@H]1C[C@H]2c3cc(NC(=O)Nc4ccccc4F)ccc3O[C@H]2[C@@H](CO)O1)NCC(F)(F)F	-19	0.7
O=C(Cc1ccccc1)N[C@H]1CC[C@H](CC(=O)N2CCOCC2)O[C@@H]1CO	-4	-1.4
Cc1ccccc1S(=O)(=O)NCC[C@H]1CC[C@@H](NC(=O)Nc2cccc(Cl)c2)[C@H](CO)O1	-5	0.5
CO[C@H]1CN(C)C(=O)c2cc(NC(=O)c3cnccn3)ccc2OC[C@@H](C)N(CCc2ccccc2)C[C@@H]1C	-5	0.0
COc1ccc(S(=O)(=O)Nc2ccc3c(c2)C(=O)N([C@H](C)CO)C[C@H](C)[C@@H](CN(C)C(=O)NC2CCCCC2)O3)cc1	nt	2.2
COc1ccc(NC(=O)N(C)C[C@H]2OCCCC[C@@H](C)Oc3ccc(N(C)C)cc3C(=O)N([C@@H](C)CO)C[C@@H]2C)cc1	3	nt
Cc1nc(SCC(=O)Nc2oc(-c3ccccc3)c(-c3ccccc3)c2C#N)nc2c1CCCC2	11	0.3
COc1ccc(OC)c(NC(=O)Cn2cnc3sc(C)c(-c4ccccc4)c3c2=O)c1	-12	-0.3
Cc1cc(C(=O)Nc2cccc3c2O[C@@H](CN(C)Cc2ccccc2)[C@H](C)CN([C@@H](C)CO)C3=O)n(C)n1	6	nt
Cc1noc(C)c1S(=O)(=O)Nc1ccc2c(c1)C(=O)N([C@H](C)CO)C[C@@H](C)[C@@H](CN(C)C(=O)NC(C)C)OCCCC[C@H](C)O2	nt	0.9
C[C@H]1CN([C@@H](C)CO)C(=O)c2cc(C3=CCCCC3)cnc2O[C@@H]1CN(C)C(=O)c1ccc(F)cc1	1	-0.6
CCOC(=O)c1c(NC(=O)CSc2nncn2C)sc(C)c1C	-17	0.0
C[C@@H]1CCCCO[C@H](CN(C)C(=O)CCC(F)(F)F)[C@H](C)CN([C@H](C)CO)C(=O)c2cc(NC(=O)c3ccccc3)ccc2O1	nt	2.7
C[C@H](CO)N1C[C@H](C)[C@H](CN(C)C(=O)Nc2ccc(F)cc2)OCCCC[C@H](C)Oc2ccc(NC(=O)c3ccccc3)cc2C1=O	nt	0.4
O=c1c(O[C@@H]2O[C@H](CO)[C@@H](O)[C@H](O)[C@H]2O)c(-c2ccc(O)cc2)oc2cc(O)cc(O)c12	-5	-0.6
CC(C)C#Cc1cnc2c(c1)C(=O)N([C@@H](C)CO)C[C@@H](C)[C@H](CN(C)C(=O)Cc1ccccn1)O2	6	-5.0
COc1ccccc1S(=O)(=O)N(C)C[C@H]1Oc2ncc(-c3ccc(C)cc3)cc2C(=O)N([C@H](C)CO)C[C@@H]1C	7	-0.4
C[C@@H]1CN([C@@H](C)CO)C(=O)c2cccc(NS(=O)(=O)c3ccccc3)c2O[C@H]1CN(C)Cc1ccncc1	5	4.0
CCn1c(SCC(=O)Nc2ccc(Cl)cc2)nnc1-c1ccco1	-16	0.8
